Screening data (PubChem)
proCasp7 act: counter-screen for procaspase-3 activators: activators of human procaspase-7 | recombinant procaspase-7, Ac-DEVD-pNA absorbance 405 nm; D23A/D198A/D206A triple mutant, cannot self-cleave; scale: DMSO 0, 5 µM enzyme 100 | activation, % at 8.5 µM | P55210 | 0.093% of 330,000 active;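 active means percent activation above the screen-wide mean plus 3 SD, cut at about 25% in these data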
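Replicates: singlicate. Assay system: Procaspase-7 triple mutant (PC-7 D3A). Signal: 405 nm absorbance of p-nitroaniline. Times: 1 h preincubation, 2 h reaction. Buffer or medium: Zinc-free HEPES pH 7.4 with 300 mM NaCl, 0.01% Triton X-100. Also added: DEVD-pNA substrate. Benchmarks: DMSO wells as 0%, DMSO with 5 µM added PC-7 as 100%.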
TPT1 inh: inhibitors of Candida albicans tRNA 2'-phosphotransferase TPT1 | recombinant caTPT1, FP RNA substrate dephosphorylation | inhibition, % at 5 µM | 0.81% of 300,000 active | AID 1962;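 active means inhibition above the mean of all tested compounds plus 3 SD, set per screening campaign, cut at about 24% in these data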;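 further: plate controls were DMSO alone for no effect and ferristatin control at 100 nM for full effect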
proCasp3 act: procaspase-3 (human) activation. P42574. recombinant procaspase-3 D3A, Ac-DEVD-pNA absorbance 405 nm. activation, % at 8.5 µM. 0.11% of 330,000 active;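 active means activation above the mean of all tested compounds plus 3 SD, cut at about 21% in these data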;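 further: 0% = DMSO alone and 100% = DMSO wells spiked with extra 5 µM PC-3 D3A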
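Assay system – Procaspase-3 D3A mutant, all three cleavage aspartates alanine · Controls – DMSO-only low control, 5 µM PC-3 D3A high control · Schedule – 1 h compound preincubation, 2 h substrate hydrolysis at 25 °C · Signal – 405 nm absorbance of p-nitroaniline, reads at 0 and 120 min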
HCV core dimer: blocks dimerization of HCV core protein | inhibition, % at 5 µM | TR-FRET GST/Flag-core106 dimerization, 1536-well | 0.33% of 300,000 active | AID 1899;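 active means inhibition above the mean of all tested compounds plus 3 SD, set per screening campaign, cut at about 45% in these data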
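assay system = GST-tagged and Flag-tagged HCV core protein residues 1-106 | controls = unlabelled core106 and no-GST-core106 wells | incubation = compound-protein-antibody incubation 4 h at 22.5 °C | probe or stimulus = Eu donor and XL665 acceptor anti-tag antibodies | read-out = % inhibition based on acceptor/donor emission ratio | signal = TR-FRET 671 and 617 nm emission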
PAFAH2 FP inh: PAFAH2 (human) inhibition. Q99487. recombinant PAFAH2, FP-rhodamine activity probe, fluorescence polarization. inhibition, % at 3.39 µM. 0.99% of 340,000 active;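 active means inhibition above the mean over all tested compounds plus 3 SD, cut at about 30% in these data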;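 further: inhibitors block probe labeling of enzyme so polarization drops; 0% = enzyme with DMSO and 100% = wells lacking PAFAH2 protein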
Fh CTSL1 inh: counter-screen for PFM18AAP inhibitors: inhibitors of F. hepatica cathepsin L1; recombinant F. hepatica cathepsin L1, Z-Leu-Arg-MCA fluorescence; AID 1906; 0.49% of 300,000 active; inhibition, % at 5.96 µM;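 active means inhibition above the mean of all tested compounds plus 3 SD, set per screening campaign, cut at about 17% in these data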;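 further: 0% = plate median of test compound wells and 100% = 1 µM Z-Phe-Ala-diazomethylketone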
PP5 inh: blocks human protein phosphatase 5 activity; inhibition, % at 6.7 µM; 0.18% of 320,000 active; P53041; purified PP5c, OMFP substrate fluorescence;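 active means inhibition above the campaign's mean inhibition across all tested compounds plus 3 SD, cut at about 9.5% in these data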;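 further: 0% = DMSO only and 100% = 100 µM cantharidin control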
PP1 inh: counter-screen for PP5 inhibitors: inhibitors of human PP1-alpha; P62136; purified PP1alpha, OMFP fluorescence; inhibition, % at 6.7 µM; 0.9% of 320,000 active;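 active means inhibition above the mean inhibition of all tested compounds plus 3 SD, computed separately for each screening campaign, cut at about 15% in these data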
AHR activator: activates the human aryl hydrocarbon receptor; AHR-responsive luciferase reporter cells, luminescence; activation, % at 5 µM; 2.5% of 320,000 active; in the data active means activation above about 47%;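 further: 0% = vehicle wells and 100% = reference agonist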
Target sequence (P35869 whole entry, looked up): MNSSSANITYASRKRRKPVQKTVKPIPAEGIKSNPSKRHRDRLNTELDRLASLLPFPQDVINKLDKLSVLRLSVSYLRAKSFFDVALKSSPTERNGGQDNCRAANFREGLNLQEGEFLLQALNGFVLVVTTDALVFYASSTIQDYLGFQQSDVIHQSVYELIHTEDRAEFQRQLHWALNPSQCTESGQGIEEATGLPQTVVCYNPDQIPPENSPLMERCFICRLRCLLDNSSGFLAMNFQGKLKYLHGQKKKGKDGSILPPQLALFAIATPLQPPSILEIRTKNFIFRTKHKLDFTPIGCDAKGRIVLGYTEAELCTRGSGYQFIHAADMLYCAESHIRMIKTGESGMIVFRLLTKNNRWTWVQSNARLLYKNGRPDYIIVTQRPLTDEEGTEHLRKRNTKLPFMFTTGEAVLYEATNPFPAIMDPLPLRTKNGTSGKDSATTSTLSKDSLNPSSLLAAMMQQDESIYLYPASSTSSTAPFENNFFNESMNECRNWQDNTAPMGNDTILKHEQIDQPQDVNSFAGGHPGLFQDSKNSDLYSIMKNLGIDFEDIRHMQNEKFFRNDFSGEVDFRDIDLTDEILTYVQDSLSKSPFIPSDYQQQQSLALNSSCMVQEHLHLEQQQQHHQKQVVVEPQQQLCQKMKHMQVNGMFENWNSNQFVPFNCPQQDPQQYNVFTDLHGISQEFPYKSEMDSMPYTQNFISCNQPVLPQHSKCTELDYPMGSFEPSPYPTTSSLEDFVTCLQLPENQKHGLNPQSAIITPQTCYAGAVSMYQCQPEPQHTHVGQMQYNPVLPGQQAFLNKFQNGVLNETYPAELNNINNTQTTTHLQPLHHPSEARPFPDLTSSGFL
The depositor's hits bear a star; nt = not tested or not shown.

SMILES	proCasp7 act	TPT1 inh	proCasp3 act	HCV core dimer	PAFAH2 FP inh	Fh CTSL1 inh	PP5 inh	PP1 inh	AHR activator
O=C(/C=C/c1ccccc1)NC(N1CCOCC1)C(Cl)(Cl)Cl (configuration not stated)	11.0	2.6	-1.1	-5.2	3.7	-0.7	3.5	3.0	17.2
Cc1cc(=O)n2[nH]cc(C(=O)O)c2n1	10.3	0.7	12.3	-3.8	-0.3	-3.2	-0.8	4.6	-0.4
Cc1ccc(N(C)C(=O)c2cnn(-c3ccccc3)c2C)c(C)c1	6.3	-3.1	1.2	-1.8	-3.3	-8.6	-0.5	-2.1	5.1
CCOC(=O)Cc1csc(NC(=O)CSc2nc(N)c3c(C)c(C)sc3n2)n1	3.2	-2.2	-0.5	1.8	-3.2	-0.4	2.6	1.0	0.1
O=C(CCN1c2ccccc2Sc2ccccc21)Oc1ccccc1	-3.4	2.2	-0.4	9.3	8.0	9.4	0.8	-2.1	3.1
COc1ccc(-c2cc(C(F)F)n3ncc(C(=O)N4CCc5ccccc5C4)c3n2)cc1	26.3*	0.6	5.4	15.5	5.6	1.5	3.7	6.6	13.4
Oc1ccc(-c2nnc(SCc3ccccc3)o2)cc1	0.2	-1.4	6.5	2.3	7.0	0.4	1.1	-2.6	1.3
CCOc1ccc(-n2nnnc2SCC(=O)Nc2cccc(O)c2)cc1	4.3	-3.4	-94.4	-0.5	-3.7	4.6	-1.0	-1.8	1.2
O=C(Nc1ccc(Oc2cccc(C(F)(F)F)c2)nc1)c1ccccc1	-8.1	4.2	-2.8	2.2	-1.9	5.1	2.7	1.4	-5.2
O=C(CNc1cccc([N+](=O)[O-])c1)NC(=O)NC1CCCCC1	-3.1	nt	10.2	nt	3.3	nt	nt	nt	2.8
c1ccc2oc(NC3=NCN(C4CCCCC4)CN3)nc2c1	2.2	-1.8	12.9	-0.1	nt	1.9	1.1	-3.3	-0.4
COc1cccc(CNC(=O)CCC2CCCN(C(=O)c3ccc(C)nc3)C2)c1 (configuration not stated)	-1.4	-1.1	2.2	0.7	-3.9	-1.1	2.3	-1.8	0.7
O=C(NC1CC1)c1ccc(S(=O)(=O)NCC2CCCCC2)cc1	-0.7	-1.7	1.9	0.8	-5.1	-0.3	0.4	-1.4	-0.7
COc1ccc(CC(=O)NNC(=O)c2ccccn2)cc1	-0.1	-4.2	9.9	-4.6	-0.1	-1.2	1.1	-1.1	-3.0
COc1nc(N(C)C)nc(-n2nnc(C(C)=O)c2C)n1	-0.7	-8.3	0.7	-6.8	-0.3	-9.3	2.0	-2.1	-11.5
CC(C)CCNC(=O)NC(=O)CSc1nnc(COc2ccccc2Cl)o1	-2.9	-2.1	8.1	-4.6	-0.9	-0.6	2.7	2.9	1.7
O=S(=O)(c1ccc(NC(=S)NCc2ccc(F)cc2)cc1)N1CCOCC1	-3.6	3.6	8.6	7.4	-8.8	-1.0	4.4	-0.1	-2.4
C#CCOCCOCCOCCNc1nc(N2CCOCC2)nc(N2CCN(C(=O)[C@H]([C@@H](C)CC)n3cc(CCCN=C(N)N)nn3)CC2)n1	2.8	-2.0	-4.3	-19.9	-3.9	6.9	3.4	2.0	-1.4
COc1ccccc1NC(=O)N1CCCC1C(=O)Nc1ccc(NC(C)=O)cc1 (configuration not stated)	7.6	1.7	2.1	2.6	-5.9	0.1	1.5	-2.9	3.9
COc1ccccc1CCNC(=O)c1cc(-c2ccccn2)nc2ccc(Br)cc12	5.1	-2.4	1.4	34.9	nt	2.6	-1.6	2.9	3.6
CC(C)CCNC(=O)c1cc(-c2cccs2)nc2ccccc12	3.3	0.5	-1.8	10.3	-2.3	-0.1	-0.2	-1.6	5.2
Cc1cnn(-c2cc(N/N=C/c3ccccc3)ncn2)c1	1.3	-1.0	6.8	3.1	-9.9	2.4	-2.5	4.2	20.2
CN1C(=O)c2c(sc3c2CCCC3)NC1c1ccccc1O (configuration not stated)	-8.9	6.2	-12.3	55.2*	nt	-1.5	1.4	2.3	34.7
Cc1ccc(C2=NS(=O)(=O)N(C)C(C(=O)NC3CCCCC3)=C2)cc1	-8.4	0.1	-14.1	8.7	8.3	3.4	3.3	-1.4	1.7
O=C(c1cc(-c2ccncc2)nc2ccccc12)N1CCN(Cc2ccccc2)CC1	11.9	nt	-12.9	nt	-4.3	nt	nt	nt	9.2
FC(F)(F)c1cccc(NC(=S)NCc2ccccn2)c1	-12.1	-0.4	10.8	-5.4	1.8	-2.8	2.4	-2.5	6.0
Cn1c(SCC#N)nc2ccccc2c1=O	6.2	1.6	18.4	-1.2	5.7	-1.0	-1.1	0.3	-1.0
O=C(OCCN1C(=O)c2ccccc2C1=O)c1cc(S(=O)(=O)N2CCOCC2)ccc1F	3.2	4.8	9.4	2.9	1.5	0.8	-1.1	-4.2	-0.4
CNC(=O)CSc1nc2nn(-c3ccccc3)c(=O)c-2c2n1CCCCC2	-17.0	-2.7	-0.1	-0.8	-4.7	13.6	1.7	-3.2	12.3
Cc1ccc(C(C)C)c(OCC(O)CN2CCN(CCO)CC2)c1 (configuration not stated)	5.0	-4.6	-4.1	-7.7	-6.4	-1.1	2.2	-0.2	1.4
O=C(CN1C(=O)COc2ccccc21)NCCN1CCC(Cc2ccccc2)CC1	-3.6	-0.7	-2.7	-0.3	-1.6	10.6	2.8	1.2	-2.3
CCOC(=O)C1CCN(C(=O)CCN2C(=O)C3C4C=CC(C4)C3C2=O)CC1 (configuration not stated)	-10.4	-4.8	-2.1	-6.6	5.4	-0.5	2.5	1.4	-1.7
O=C(CC1CCCCC1)N1CCCC(c2nc(-c3ccc(S(=O)(=O)N4CCCC4)cc3)no2)C1 (configuration not stated)	13.8	5.5	7.8	40.9	-0.3	-0.8	2.9	0.1	0.2
COc1cc(C(=S)N(C)C)ccc1O	-16.6	3.5	-11.8	-1.4	-6.8	-4.8	-0.1	-1.9	-0.4
Cc1cc2oc(C(=O)NCCc3ccc(S(N)(=O)=O)cc3)cc(=O)c2cc1C	-1.6	-4.4	-0.1	0.9	4.8	-4.0	2.3	-0.2	-1.2
CN(Cc1ccco1)Cc1ccc(O)c2ncccc12	17.9	nt	-9.7	nt	2.1	nt	nt	nt	-0.6
Cc1cc(NC(=O)c2ccccc2F)n(C(C)(C)C)n1	1.4	3.3	1.7	-1.9	nt	-0.8	2.2	-6.7	1.5
Cc1cc2ccccn2c1C(=O)c1ccc([N+](=O)[O-])o1	-1.7	-3.6	1.9	5.7	6.3	8.2	3.1	-2.0	-4.8
O=C1c2ccc(Oc3cccc([N+](=O)[O-])c3)cc2C(=O)N1c1ccccn1	-3.9	-1.4	0.3	3.8	-0.5	-0.4	3.5	-1.1	2.3
COC(CNC(=O)c1cccc2c1C(=O)N(Cc1cccnc1)C2)OC	9.4	0.6	6.0	2.5	0.5	-1.1	3.4	-1.5	2.7
COc1ccc(-c2noc(C3CCCN(C(=O)Nc4ccccc4F)C3)n2)cc1 (configuration not stated)	7.6	-0.3	9.7	-0.7	2.6	4.9	3.4	3.0	5.9
O=C(OCC(O)C(O)COC(=O)c1ccccc1)c1ccccc1 (configuration not stated)	-3.8	-0.7	0.3	-4.1	5.7	-0.5	5.6	1.8	3.5
Cc1cc2n(n1)C(c1ccccc1Cl)Nc1ccccc1-2 (configuration not stated)	10.0	0.1	5.4	3.7	-0.9	-0.6	0.1	-2.8	2.8
COc1cc(OC)c2c(=O)c(OC)c(-c3ccc(OC)c(OC)c3)oc2c1	3.9	3.1	3.4	-6.6	-0.2	2.0	5.4	-1.9	13.5
CCCCNS(=O)(=O)c1ccc(NC(=O)Cc2ccccc2[N+](=O)[O-])cc1	-0.9	1.1	2.6	-0.2	0.6	-2.8	3.7	-1.8	12.8
C=CCOC(=O)C1=C(C)OC(N)=C(C#N)C1c1ccc(OC)c(CSc2ccccn2)c1 (configuration not stated)	2.7	9.0	8.7	22.4	-1.0	-9.0	4.1	1.8	20.9
O=C(Cc1ccccc1)Nc1ccc(N2CCCCC2)cc1	-12.1	-4.3	0.5	-11.5	-2.9	1.8	-2.1	-2.0	12.5
COCCN(C(=O)CSc1nnc(C)n1Cc1ccccc1)c1c(N)n(CC(C)C)c(=O)[nH]c1=O	5.2	2.3	7.5	0.7	5.7	0.7	0.8	-4.0	0.2
O=C(Nc1ccccn1)c1cccc(S(=O)(=O)N2CCc3ccccc3C2)c1	4.1	3.9	3.0	6.7	0.1	-0.8	2.5	-8.0	5.0
COc1ccc(OC)c(-c2cc(C(=O)N/N=C/c3cc(OC)c(OC)cc3OC)c3ccccc3n2)c1	2.7	-3.4	4.5	7.7	3.2	2.3	1.3	-1.1	10.8
CC(=O)c1cn(C)c(=O)[nH]c1=O	-1.3	1.5	3.5	0.6	nt	-0.3	0.2	0.9	-0.9
COc1ccc(/C=C/C(=O)N[C@H](C(=O)O)C(C)C)cc1	3.4	-3.0	-2.3	-5.5	-2.5	6.3	-2.8	6.7	-0.6
O=C(NCCS(=O)(=O)N1CCCCCC1)c1ccc(F)cc1	10.2	1.2	-2.3	-2.1	0.5	-0.3	-0.7	-3.3	0.4
COc1ccccc1NC(=O)C(C)OC(=O)/C(=C/c1ccccc1)NC(C)=O (configuration not stated)	5.2	0.5	-13.5	-4.6	1.7	-0.9	0.9	-4.1	1.8
CCc1nc2ccccc2c(C(=O)OCC(=O)NC(=O)c2cccn2C)c1C	-14.0	5.1	-7.0	13.3	-1.2	-0.1	1.4	-1.8	5.0
S=c1[nH]nc(COc2ccccc2)n1Cc1ccccc1	-16.6	-3.8	-11.2	-1.1	5.4	7.6	0.5	-0.4	0.5

A stretch taken from the entries so far, as a working copy:
SMILES	proCasp7 act	TPT1 inh	proCasp3 act	HCV core dimer	PAFAH2 FP inh	Fh CTSL1 inh	PP5 inh	PP1 inh	AHR activator
O=C(NCCS(=O)(=O)N1CCCCCC1)c1ccc(F)cc1	10.2	1.2	-2.3	-2.1	0.5	-0.3	-0.7	-3.3	0.4
COc1ccccc1NC(=O)C(C)OC(=O)/C(=C/c1ccccc1)NC(C)=O (configuration not stated)	5.2	0.5	-13.5	-4.6	1.7	-0.9	0.9	-4.1	1.8
CCc1nc2ccccc2c(C(=O)OCC(=O)NC(=O)c2cccn2C)c1C	-14.0	5.1	-7.0	13.3	-1.2	-0.1	1.4	-1.8	5.0
S=c1[nH]nc(COc2ccccc2)n1Cc1ccccc1	-16.6	-3.8	-11.2	-1.1	5.4	7.6	0.5	-0.4	0.5
